Statin myotox sup – suppression of simvastatin myotoxicity; C2C12 myotubes + simvastatin, ATP luminescence, 48 h; scaled: DMSO 0, geranylgeraniol control 100; rescue of ATP level, % at 7.49 µM; hit rate 0.78% among 330,000;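 active = mean ATP rescue above about 67%, or every replicate alone reaching that limit, limit read from the data, passing the limit was not always enough; inconclusive = no clear call, values can overlap the other calls; inactive = mean under the limit and some replicate under it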;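 note: myotubes were challenged with 10 µM simvastatin during compound exposure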
SIRT5 block – sirtuin-5 (human) deacylase inhibition; Q9NXA8; Purified SirT5, succinyl-peptide AMC, trypsin-coupled fluorescence; inhibition, % at 15 µM; hit rate 1.1% among 330,000; in the data active = inhibition above about 15%; inconclusive = no clear call, values can overlap the other calls
Target sequence (Q9NXA8 whole entry, looked up): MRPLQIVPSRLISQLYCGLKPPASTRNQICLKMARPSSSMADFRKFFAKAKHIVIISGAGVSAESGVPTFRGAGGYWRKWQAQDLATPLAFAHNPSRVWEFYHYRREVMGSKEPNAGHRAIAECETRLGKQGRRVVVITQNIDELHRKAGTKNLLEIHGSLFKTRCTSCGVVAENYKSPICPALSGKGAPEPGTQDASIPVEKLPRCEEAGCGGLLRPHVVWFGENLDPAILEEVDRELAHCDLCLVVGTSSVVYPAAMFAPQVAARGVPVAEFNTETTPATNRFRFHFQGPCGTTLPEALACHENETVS
ARNT-TACC3 inh – disruptors of human ARNT/TACC3 interaction; AID 623870; inhibition, % at 9.99 µM; AlphaScreen His-ARNT PAS-B/GST-TACC3 binding, luminescence; TACC3 fragment carries E629A point mutation; Q9Y6A5; hit rate 0.66% among 390,000;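 active = mean inhibition of replicates at least 50% and at least half of replicates each reaching 50%; inconclusive = half or more replicates reach 50% but mean below 50%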;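 note: 0% = complete ARNT plus TACC3 wells and 100% = ARNT alone without TACC3; many hits fall short of the cut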
Cneo AK release – causes C. neoformans cell lysis. hit rate 0.2% among 360,000. AID 651654. lysis activity, % at 15 µM. adenylate kinase release luminescence, 4 h; normalised: neutral wells 0, clomiphene wells 100;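 active = mean lysis activity across replicates of at least 80%, whatever share of replicates individually reach that level; inactive = mean lysis activity below 80%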
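Test system: log-phase Cryptococcus neoformans yeast cells; Quantity: yeast cell density of 5 × 10^6 cells/mL; Buffer or medium: YPD; Doses: single compound concentration per well; Timing: 4 h at 37 °C static, read 1 h later; Measured by: AK luminescence; Read-out basis: lysis from increased AK signal; Control set: Clomiphene as positive control.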
miR122 inh – inhibitors of miR-122 in Huh7 cells. Huh7 miR-122 Renilla luciferase sensor, 48 h; neutral wells = 0, positive control = 100. activation (reporter increase), % at 12.5 µM. hit rate 0.3% among 340,000;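 active = mean replicate activation score at least 90 and every replicate individually at or above 90; inconclusive = only one of the two criteria met; inactive = neither criterion met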;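 note: higher luciferase means less miR-122 activity so hits act as miR-122 inhibitors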
ERp5 block – inhibitors of human ERp5; ERp5 insulin aggregation, absorbance 650 nm, 90 min; inhibition, % at 9.99 µM; hit rate 0.05% among 350,000;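 active = mean replicate inhibition above about 25%, with every replicate also reaching it, limit read from the data, passing the limit was not always enough; inconclusive = only one of those two criteria met; inactive = neither criterion met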
Target sequence (Q15084 whole entry, looked up): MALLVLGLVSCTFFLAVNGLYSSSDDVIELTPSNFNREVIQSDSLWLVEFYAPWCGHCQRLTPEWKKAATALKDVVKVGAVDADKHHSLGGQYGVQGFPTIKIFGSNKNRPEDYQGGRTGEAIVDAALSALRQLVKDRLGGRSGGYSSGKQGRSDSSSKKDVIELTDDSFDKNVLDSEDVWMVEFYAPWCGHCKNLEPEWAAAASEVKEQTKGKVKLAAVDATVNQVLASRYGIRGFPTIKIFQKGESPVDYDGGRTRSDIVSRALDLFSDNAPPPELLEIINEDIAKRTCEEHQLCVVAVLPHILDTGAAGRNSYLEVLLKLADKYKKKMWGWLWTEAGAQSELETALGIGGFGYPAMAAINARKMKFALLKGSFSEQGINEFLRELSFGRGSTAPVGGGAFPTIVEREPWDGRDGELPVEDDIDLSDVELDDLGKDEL
esBAF inh – blocks esBAF chromatin remodeling in mouse ES cells | hit rate 2% among 350,000 | Bmi1-luciferase knock-in reporter, 24 h; 100% = twice the neutral-well signal | AID 602393 | reporter increase, % at 12.5 µM; in the data active = activation above about 40%; inconclusive = no clear call, values can overlap the other calls;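 note: 0% = median of the plate's neutral control wells and 100% = double that signal; a rise in the Bmi1 reporter signal indicates esBAF inhibition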
Starred values were filed as active, the others as inactive; ? = inconclusive; · = not tested or not shown; [ ] = remark or other dose. Not a hit list, and some 4% of all compounds hit somewhere here.

SMILES	Statin myotox sup	SIRT5 block	ARNT-TACC3 inh	Cneo AK release	miR122 inh	ERp5 block	esBAF inh
COc1ccccc1NC(=O)N1CC[C@H]2[C@@H]1c1cc(C#Cc3ccc(F)cc3)ccc1N(C)[C@H]2CO	-17	11	4	39	5[16.7 µM]	-2	-9
Cc1nn(C)c(Oc2ccc(Cl)cc2)c1C(=O)Nc1ccc(F)cc1F	7	2	-2	2	0	0	-9
COc1ccc(S(=O)(=O)N2CCC(C(=O)NCCC3=CCCCC3)CC2)cc1OC	-18	-5	-1	-1	6	-1	9
CCOc1ccc(NC(=O)C2CCCN(S(=O)(=O)c3c(C)n[nH]c3C)C2)cc1 (configuration not stated)	0	·	·	0	·	-2	7
COc1ccc(CNC(=O)CN(C(=O)c2snc(C(N)=O)c2N)c2ccc(OC)c(OC)c2)cc1	-8	·	0	-1	·	-5	6
COc1ccc(-n2c(=O)c(CCC(=O)N3CCN(c4ccccc4O)CC3)nc3ccccc32)cc1	49	3	6	·	·	-3	-1
C[C@H]1CN([C@@H](C)CO)S(=O)(=O)c2ccc(-c3ccccc3)cc2O[C@@H]1CN(C)Cc1cncnc1	5	1	5	-1	21[16.7 µM]	7	0
CCOc1ccc(CCNC(=O)c2cc3ccccn3n2)cc1OCC	3	-5	-2	0	3	9	-16
CCC(C(=O)OC)n1cnc2c(nnn2-c2ccc(F)cc2)c1=O (configuration not stated)	-8	-3	14	0	-2	-8	1
O=C(c1cc(F)ccc1F)N1CCC(N2CCC(C(=O)N3CCCC3)CC2)CC1	13	0	28	10	1	4	8
COc1ccccc1C(=O)OCC(=O)NC1CCCC1	-12	1	2	-1	5	4	21
NC(N)=Nc1nc(-c2ccccc2)c2cc(F)ccc2n1	·	-6	19	0	·	-1	·
CCS(=O)(=O)Nc1ccc2c(c1)C(=O)N(C)[C@H]1CC[C@@H](CC(=O)Nc3ccccc3)O[C@H]1CO2	-17	3	-9	7	-2[16.7 µM]	2	1
COc1ccc2cc(C(=O)NCc3ccccc3CN3CCCC3)ccc2c1	-28	-8	10	3	-14	8	-3
COC(=O)CNC(=O)c1cccc(-c2ccc(OC)cc2)c1	·	-5	-3	·	·	-2	·
OC1(c2ccccc2F)CCN(Cc2nnnn2Cc2ccc(F)cc2)CC1	5	-1	14	2	-10	16	3
CC(CCc1ccccc1)NCC#N (configuration not stated)	16	-4	-9	·	2	3	1
CCCc1c(C(=O)N/N=C/c2sccc2C)nnn1-c1nonc1N	-14	-9	-5	13	-2	6	-6
COc1cccc(NC(=O)N(C)C[C@@H]2OCc3ccccc3-c3ccccc3C(=O)N([C@H](C)CO)C[C@@H]2C)c1	-5	-1	10	-2	·	3	-2
CO[C@H]1CN(C)C(=O)c2cc(NC(=O)Nc3ccccc3)ccc2OC[C@@H](C)N(C(C)=O)C[C@H]1C	-8	5	-6	-2	-6[16.7 µM]	-1	-4
CC(C)CC#Cc1ccc2c(c1)O[C@H](CN(C)Cc1ccc(F)cc1)[C@@H](C)CN([C@H](C)CO)S2(=O)=O	-130	-1	7	4	51[16.7 µM]	7	3
CC=Cc1ccc2n(c1=O)C[C@H]1[C@H](CO)[C@@H](C(=O)N3CCCCC3)[C@@H]2N1Cc1ccccn1 (mixture of isomers)	-23	-25	-2	-1	·	-2	3
CCOC(=O)C1=CC[C@@H](c2ccccc2)N(S(=O)(=O)c2ccc(C)cc2)[C@H]1C=C(C)C	3	-4	·	-2	2	-4	-1
Oc1ccc(C[C@@H]2CNCCN2CCc2cc(C(F)(F)F)cc(C(F)(F)F)c2)cc1	-3	·	6	19	·	5	-7
Cc1cccc(CNc2ncnc3ccc(-c4ccc5c(c4)OCO5)cc23)c1	-168	-3	-5	0	·	2	-28

Other structures follow.
SMILES	Statin myotox sup	SIRT5 block	ARNT-TACC3 inh	Cneo AK release	miR122 inh	ERp5 block	esBAF inh
COc1cccc(CN2CC(C(=O)NCc3ccc(Cl)s3)CCC2=O)c1 (configuration not stated)	3	-4	-3	-1	5	3	-1
CSCCC(NC(=O)c1ccc([N+](=O)[O-])cc1Cl)C(=O)OCC(=O)NCCCc1ccccc1 (configuration not stated)	·	-6	4	-4	-4	-48	·
Cc1ccc(S(=O)(=O)N2CC(O)C[C@H]2C(=O)OCC(=O)Nc2ccc(N3CCCCC3)cc2)cc1C (some centres not stated)	·	-5	39	-6	·	-2	·
CCOc1ccc2nc(SCC(=O)NC3CCCCC3)[nH]c2c1	-5	-2	0	-1	8	8	5
CCOC(=O)Cc1csc(SCC(=O)Nc2sc3c(c2C(N)=O)CCC3)n1	7	·	4	0	4	·	2
Nc1cc(N2CCCCC2)c(Cl)cc1[N+](=O)[O-]	-1	·	11	2	-19	·	-3
COc1ccc(C(=O)NC(=S)Nc2cccnc2)cc1OC	4	-2	16	·	0	5	-5
Cc1ccc(NS(=O)(=O)c2ccc(C(=O)NCc3ccncc3)cc2)cc1	3	-3	1	0	6	2	22
CCOC(=O)c1ccc(NC(=O)CSc2nnc(C3CC3)n2C)cc1	4	·	2	0	2	·	6
CCCOC(=O)CCCCC1SCC(NC(=O)OC)C1NC(=O)OC (configuration not stated)	-19	1	-1	0	3	-3	2
COc1ccc(C(=O)NC(=S)Nc2cccnc2)cc1Cl	5	0	2	-8	2	-3	9
CNc1ccc(OC(F)F)cc1C(=O)c1ccccc1	6	·	-35	0	9	·	3
Cc1cc(=O)[nH]c(-c2ccccc2O)n1	-4	-2	-3	-2	0	7	-5
O=[N+]([O-])c1ccc(/C=N/n2c(-c3cccnc3)n[nH]c2=S)cc1	12	·	-5	1	-6	·	-12
CCN(CC(=O)NCc1cccs1)C(=O)c1cccc(S(=O)(=O)Nc2ccc(C)cc2)c1	5	3	-2	1	80	-2	-2
O=C(Nc1cccc(Cl)c1)N[C@@H]1CC[C@@H](CCNC(=O)C2CCCC2)O[C@H]1CO	-6	5	-1	-11	-4[16.7 µM]	-4	-7
COc1cccc(CN2CC(C(=O)NCCOc3cccnc3)CCC2=O)c1 (configuration not stated)	-3	2	8	-2	1	2	5
O=C(CNC(=O)c1ccc(Cl)cc1)NCCCn1ccnc1	·	·	3	0	-7	·	7
COc1ccc(-c2cc(CNc3nc(NC(C)C)nc4cc(-c5ccccc5)sc34)on2)cc1	-78	3	·	-1	-26	2	-83
Cc1cccc(-n2c(N)c(C(=O)N3CCN(C)CC3)sc2=S)c1	-1	·	3	-2	-6	·	1
Cn1cc(/C=C/C(=O)N2CCCC(C(=O)c3cccc(C(F)(F)F)c3)C2)cn1 (configuration not stated)	-11	-5	·	-1	-2	-3	9
CO[C@@H]1CN(C)C(=O)c2ccc(NC(=O)c3ccc4c(c3)OCO4)cc2OC[C@@H](C)NC[C@@H]1C	4	2	-10	12	·	-2	-2
CN(C)CC1CCCCC1OC(=O)/C=C/c1ccccc1 (configuration not stated)	·	4	3	·	·	-3	·
CCOC(=O)N1CCN(C(=O)CSc2nnc(-c3ccccc3OC)o2)CC1	2	·	-1	5	-2	·	-10
Cc1c(C(=O)NCCNc2ncc(C(F)(F)F)cc2Cl)cccc1[N+](=O)[O-]	0	0	4	1	·	-10	-11

Reprinted from the part before: 2 compounds; new compounds follow.
SMILES	Statin myotox sup	SIRT5 block	ARNT-TACC3 inh	Cneo AK release	miR122 inh	ERp5 block	esBAF inh
CCOC(=O)N1CCN(C(=O)CSc2nnc(-c3ccccc3OC)o2)CC1	2	·	-1	5	-2	·	-10
Cc1c(C(=O)NCCNc2ncc(C(F)(F)F)cc2Cl)cccc1[N+](=O)[O-]	0	0	4	1	·	-10	-11
CCc1c(C(=O)N2CCN(c3ccccc3F)CC2)[nH]c(C)c1C(C)=O	3	·	1	0	9	·	2
Cc1ccc(-n2c(=O)cc(N3CC(C)OC(C)C3)[nH]c2=O)cc1 (configuration not stated)	-11	1	11	-1	-4	0	-8
CCOc1ccc(Br)cc1S(=O)(=O)NC1=NCCCCC1	1	·	-1	1	9	-5	-1
Cc1cc(C(=O)CSc2nn(-c3ccccc3)c(=S)s2)c(C)n1Cc1ccco1	·	·	-5	-4	-6	·	3
O=c1[nH]c(CN2CCN(C/C=C/c3ccccc3)CC2)nc2cc(Cl)ccc12	-4	·	1	-2	·	·	-3
CCN=C1SC(CC(=O)Nc2ccc(C)cc2)C(=O)N1CC (configuration not stated)	·	·	-12	2	-1	·	·
O=C(NCc1ccc2[nH]c3c(c2c1)CCCC3)c1ccc(S(=O)(=O)N2CCCC2)cc1	-19	10	-2	-1	1	4	-2
COc1cccc(NC(=O)CC2C(=O)NC3CCCCC3N2C(=O)c2ccccc2)c1 (configuration not stated)	13	-1	-15	1	-5	6	-3
CC(C)N1CCC(NC(=O)NC2CCCCC2)CC1	·	-2	1	·	·	0	·
C[C@@H]1CCCCO[C@H](CN(C)C(=O)C2CCCCC2)[C@H](C)CN([C@@H](C)CO)C(=O)c2cc(NC(=O)c3ccncc3)ccc2O1	20	0	6	0	3[16.7 µM]	5	1
COCCN(C[C@H]1N[C@H](CO)[C@H]1c1ccc(-c2cccc(F)c2)cc1)C(C)=O	-12	1	-6	-1	1[16.7 µM]	-2	-1
Cc1nc2oc3ccc(F)cc3c(=O)c2cc1C(=O)O	-8	0	-2	-3	-1	-1	1
Cn1c(=O)c2c(nc(SCC(=O)NCc3ccco3)n2C)n(C)c1=O	-4	·	-3	-4	4	·	1
Cc1ccc(CNC(=O)CN2C(=O)COc3ccc(C)cc32)cc1	1	·	-1	1	-3	·	-2
C[C@@H](NC(=O)C[C@H]1CC[C@H](NC(=O)CN2CCOCC2)[C@H](CO)O1)c1ccccc1	-3	-4	0	-6	7[16.7 µM]	-4	2
CC(NC(=O)CN1C(=O)NC2(CCCC2)C1=O)c1ccc(Cl)cc1Cl (configuration not stated)	·	-4	-2	·	·	-1	·
CCS(=O)(=O)Nc1ccc2c(c1)C(=O)N(C)[C@@H]1CC[C@@H](CC(=O)N3CCN(C)CC3)O[C@H]1CO2	-12	1	-1	-1	18[16.7 µM]	-1	1
O=C(NC(=S)Nc1ccc(O)cc1)c1ccccc1Cl	11	3	7	0	-4	-7	?
Cc1cccc(NC(=S)NN2CCN(C)CC2)c1C	3	·	-2	1	-5	·	2
CC(CN1CCOCC1)C(=O)c1ccccc1 (configuration not stated)	-2	·	-1	-1	-4	·	3
COc1ccc(S(=O)(=O)Nc2ccc3c(c2)C(=O)N([C@H](C)CO)C[C@@H](C)[C@@H](CN(C)C(=O)Nc2ccc(C(F)(F)F)cc2)OCCCC[C@@H](C)O3)cc1	·	1	7	-4	-5[16.7 µM]	-1	12
O=C(Nc1cccc(N=Cc2cc(Br)cc(Br)c2O)c1)c1ccco1	·	·	-1	2	-1	·	·
C[C@@H]1CN([C@H](C)CO)C(=O)c2cccc(NC(=O)c3ccncc3)c2O[C@H]1CN(C)C(=O)Nc1ccccc1	13	0	1	104*	20[16.7 µM]	3	-1
CCCC#Cc1cnc2c(c1)C(=O)N([C@@H](C)CO)C[C@@H](C)[C@@H](CN(C)S(=O)(=O)c1cn(C)cn1)O2	10	-3	4	5	25[16.7 µM]	0	3
Cc1ccccc1Cn1cc(NC(=O)CCCn2nc([N+](=O)[O-])cc2C)cn1	5	-4	-5	0	5	2	3
Cc1c(C(=O)N2CCOCC2)c(S(=O)(=O)Nc2cccc(F)c2)c(C)n1C	-3	-20	1	0	14	-1	-4
COc1ccc(OC)c(-c2csc(NC(=O)CN3C(=O)NC4(CCCC4)C3=O)n2)c1	3	6	-2	·	·	0	1

Whole records as entered above:
Profile of CCCC#Cc1cnc2c(c1)C(=O)N([C@@H](C)CO)C[C@@H](C)[C@@H](CN(C)S(=O)(=O)c1cn(C)cn1)O2 = Statin myotox sup = 10; SIRT5 block = -3; ARNT-TACC3 inh = 4; Cneo AK release = 5; miR122 inh = 25[16.7 µM]; ERp5 block = 0; esBAF inh = 3
Profile of CC(NC(=O)CN1C(=O)NC2(CCCC2)C1=O)c1ccc(Cl)cc1Cl (configuration not stated) = Statin myotox sup = ·; SIRT5 block = -4; ARNT-TACC3 inh = -2; Cneo AK release = ·; miR122 inh = ·; ERp5 block = -1; esBAF inh = ·

Assay outcomes (PubChem BioAssay)
